# RORgamma inh = inhibitors of mouse ROR gamma transcriptional activity | P51450 | Drosophila S2 Gal4-RORgamma UAS-luciferase reporter, 20 h | Potency, µM (highest dose often 53.6 µM), without a hit: at the highest dose activity change, negative = inhibition, hits mostly inhibitors | 310,000 tested, 5.4% active | AID 2551; further: potency means the concentration at half of the fitted maximal effect; on the % scale 0 is the no-effect control and ±100 the full control effect; nearly all actives have a fitted effect of over 60% in size
# Target sequence (P51450 whole entry, looked up, the tested form may be a part): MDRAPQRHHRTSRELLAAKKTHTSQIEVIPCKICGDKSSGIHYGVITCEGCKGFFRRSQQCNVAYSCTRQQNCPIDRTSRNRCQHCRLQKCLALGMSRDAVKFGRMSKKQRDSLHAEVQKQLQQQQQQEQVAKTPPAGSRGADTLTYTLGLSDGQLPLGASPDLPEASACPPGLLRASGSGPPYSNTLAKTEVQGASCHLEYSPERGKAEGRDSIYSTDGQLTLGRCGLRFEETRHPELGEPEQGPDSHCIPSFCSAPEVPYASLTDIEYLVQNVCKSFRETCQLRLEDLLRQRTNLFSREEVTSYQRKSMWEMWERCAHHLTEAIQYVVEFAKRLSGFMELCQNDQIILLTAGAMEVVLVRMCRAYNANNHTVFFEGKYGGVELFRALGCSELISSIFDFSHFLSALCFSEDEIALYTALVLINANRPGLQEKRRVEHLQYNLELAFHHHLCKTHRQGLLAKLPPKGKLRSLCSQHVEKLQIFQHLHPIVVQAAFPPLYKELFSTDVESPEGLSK
#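 Using a luciferase readout, inhibitors were identified by reduced reporter activity in Drosophila cells coexpressing a copper-inducible Gal4–ROR gamma fusion and UAS-driven Photinus luciferase, incubated 20 hr after 700 uM copper sulfate.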
# Rab9 promoter act = Rab9 promoter activation; Huh7 Rab9 promoter-luciferase reporter, luminescence, 24 h; Potency, µM (doses to about 9.22 µM), for inactives: at the highest dose activation, negative = inhibition, most hits filed as activators; 320,000 tested, 2.8% active; further: potency means the concentration at half of the fitted maximal effect; % of control where 0% means no effect; nearly all actives have a fitted effect of over 60% in size
#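 Quantitative HTS format; Huh7 Rab9-luciferase reporter cells (1500/well) receive compound 2 h post-plating, incubate 24 h at 37 °C, then get luciferase reagent for 10 min before luminescence reading.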
# Mito fusion act = mitochondrial division inhibition or fusion activation; AID 485298; S. cerevisiae fusion-defective mutant growth rescue, CellTiterGlo 48 h; Potency, µM (series often up to 46.1 µM), for inactives: at the top dose growth rescue (activation), most hits filed as activators; 320,000 tested, 0.23% active;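 further: potency means the concentration at half of the fitted maximal effect; % of control where 0% means no effect; nearly all actives have a fitted effect of over 45% in size; temperature-sensitive fusion mutants such as fzo1-1 at 37 °C on non-fermentable ethanol glycerol medium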
#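 Luminescent cell viability in 1536-well qHTS format served as the measure of rescued growth in ts fusion-mutant S. cerevisiae cultured on non-fermentable YPEG for 48 hours at 37C.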
# NPC1 prom act = NPC1 promoter activation | Huh7 NPC1 promoter luciferase reporter, 24 h | Potency, µM (series often up to 9.22 µM), inactives show top-dose activation, hits mostly activators | 320,000 tested, 2.4% active | AID 485313;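 further: potency means the concentration at half of the fitted maximal effect; % of control where 0% means no effect; nearly all actives have a fitted effect of over 60% in size; reporter is driven by a mutant NPC1 promoter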
#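 In 1536-well qHTS, Huh7 cells harboring an NPC1 promoter–luciferase construct received compound for 24 h; activation was quantified by luminescence following luciferase reagent addition.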
# PKM2 activator = PKM2 (human) enzyme activation; P14618; purified PKM2, Kinase-Glo ATP luminescence, activation; response scale: 0% is enzyme alone, no compound; Potency, µM (highest dose often 57.5 µM), without a hit: at the top dose activation, actives largely listed as activators; 260,000 tested, 0.34% active; AID 1631; further: potency means the concentration at half of the fitted maximal effect; on the % scale 0 is the no-effect control and ±100 the full control effect; nearly all actives have a fitted effect of over 55% in size
#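 Kinase-Glo luminescence reports ATP generated from ADP (0.1 mM) and PEP (0.5 mM) by purified hPK-M2 after 1 h at room temperature, pH 7.2 imidazole buffer; intermediate enzyme activity allows detecting inhibitors and activators.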
# ELG1 repair inh = blocks ELG1-dependent DNA repair in HEK293T cells; HEK293T ELG1-luciferase reporter, luminescence, 16 h; DNA damage induced by 5-fluorouridine; Potency, µM (highest dose often 46.1 µM), inactives show at the highest dose activity change, negative = inhibition, hits mostly inhibitors; 330,000 tested, 2.3% active; AID 504467; further: potency means the concentration at half of the fitted maximal effect; on the % scale 0 is the no-effect control and ±100 the full control effect; nearly all actives have a fitted effect of over 55% in size
#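 Step one: seed 2,000 cells per well. Step two: pin-transfer compound or DMSO alongside 5-fluorouridine. Step three: incubate 16 hr, 37 °C, 5% CO2. Step four: add ONE-Glo, wait 30 min, read luminescence.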
# Gal4-VP16 FLuc = Gal4-VP16 reporter inhibition counter-screen | Potency, µM (doses to about 53.6 µM), without a hit: at the top dose activity, negative = inhibition, most hits filed as inhibitors | 310,000 tested, 3.5% active | Drosophila S2 Gal4-VP16 UAS-luciferase, luminescence, 20 h;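 further: Gal4-VP16 expression switched on by copper sulfate through the metallothionein promoter; potency means the concentration at half of the fitted maximal effect; on the % scale 0 is the no-effect control and ±100 the full control effect; nearly all actives have a fitted effect of over 50% in size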
# KCNH2 3.1 block = inhibitors of human KCNH2 3.1 potassium channel isoform; 340,000 tested, 0.95% active; U2OS KCNH2 3.1, thallium flux FluxOr; hits give low values; activity change, % (tested at about 1.8 µM); AID 720553;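 active means maximum activity change below -70%; inconclusive means maximum activity change from -70% to -50%; inactive means maximum activity change above -50%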;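 further: thallium influx rate constant from kinetic fluorescence after stimulation buffer; on the % scale 0 is the no-effect control and ±100 the full control effect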
#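 Channel expression came from 3.1 mutant virus (1.77 x 10^8 /mL) applied to suspended U2OS cells for 4 h. Flux was tracked with FluxOr dye plus Red40 quencher, and kinetic rate constants normalized to controls.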
# FLuc counter = inhibits or activates purified firefly luciferase, miR-21 counter-screen. purified FLuc, Km substrates, luminescence inhibition. Potency, µM (titrated, usually from 57.5 µM), without a hit: at the top dose activity change, negative = inhibition, actives largely listed as inhibitors. 360,000 tested, 6.9% active. P08659;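 further: potency means the concentration at half of the fitted maximal effect; plate controls were vehicle for no effect and reference inhibitor for full effect; nearly all actives have a fitted effect of over 55% in size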
#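 Biochemical qHTS of compounds, final roughly 60 µM downward over six points, against 10 nM purified firefly luciferase using Km concentrations of substrates (10 uM D-luciferin, 10 uM ATP) in Tris acetate pH 7.5 buffer; luminescence output.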
# MBNL1 CUG block = MBNL1-poly(CUG) RNA binding inhibition; Q9NR56; TR-FRET MBNL1-His/biotin-(CUG)12 binding, 665/545 ratio; Potency, µM (highest dose often 57.5 µM), without a hit: top-dose activity change, negative = inhibition, most hits filed as inhibitors; 280,000 tested, 0.036% active; AID 2675; active means well fitted inhibition curve with a large enough effect in the signal ratio, with a control signal flat, not every such curve was filed as active; inconclusive means small, poorly fitted or top-dose-only effect, or effect the other way, or a change in a side signal; inactive means no such curve, though single readings can be large or run the other way; the % refers to the signal ratio; further: potency means the concentration at half of the fitted maximal effect; on the % scale 0 is the no-effect control and ±100 the full control effect
# Target sequence (Q9NR56 whole entry, looked up): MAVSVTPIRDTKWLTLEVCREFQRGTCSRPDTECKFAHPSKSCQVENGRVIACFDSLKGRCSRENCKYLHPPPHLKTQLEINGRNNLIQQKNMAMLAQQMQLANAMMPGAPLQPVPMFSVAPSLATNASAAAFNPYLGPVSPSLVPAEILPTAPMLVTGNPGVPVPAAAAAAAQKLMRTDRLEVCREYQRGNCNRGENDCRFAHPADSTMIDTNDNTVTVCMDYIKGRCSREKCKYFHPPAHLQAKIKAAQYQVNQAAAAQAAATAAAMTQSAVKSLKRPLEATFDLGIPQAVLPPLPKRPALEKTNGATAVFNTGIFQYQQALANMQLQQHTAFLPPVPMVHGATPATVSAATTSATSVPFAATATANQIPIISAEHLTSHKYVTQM
#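 Compound titration spanned 92 nM–58 uM against the MBNL1-His/biotin-(CUG)12 complex. After 60 min at room temperature with 5 nM streptavidin-XL665 and 0.055 ng/ul terbium anti-His, ratiometric 665/545 nm emission (Ex 340 nm) normalized to controls.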
# Menin MLL FP TR = inhibitors of human menin-MLL interaction, mutant MLL peptide. O00255. Menin + Texas Red MLL mutant peptide, fluorescence polarization. Potency, µM (highest dose often 61.6 µM), for the others: top-dose FP activity change, negative = inhibition, hits mostly inhibitors. 270,000 tested, 0.23% active. AID 1768; active means well fitted inhibition curve with a large enough effect in the polarisation, with a control signal flat, not every such curve was filed as active; inconclusive means small, poorly fitted or top-dose-only effect, or effect the other way, or a change in a side signal; inactive means no such curve, though single readings can be large or run the other way; the % refers to the polarisation; further: potency means the concentration at half of the fitted maximal effect; % of control where 0% means no effect; many of its hits are not listed in these tables
# * = called active by the depositor; u = inconclusive; x = no result given; ! = a repeat was not active; [ ] = remark or other dose. Unless noted, the call rests on the fitted dose curve; in most records, active means well fitted curve in the direction sought with a large enough effect; inconclusive means small, poorly fitted or top-dose-only effect, or another doubt; inactive means no such curve, though single readings can be large; an effect the other way counts as inactive or inconclusive.
SMILES,RORgamma inh,Rab9 promoter act,Mito fusion act,NPC1 prom act,PKM2 activator,ELG1 repair inh,Gal4-VP16 FLuc,KCNH2 3.1 block,FLuc counter,MBNL1 CUG block,Menin MLL FP TR
COc1cc(OC)cc(C(=O)NC2CC3CCC(C2)N3Cc2ccco2)c1 (stereo unspecified),41%,-5%,-5%,-4%,-2%,-2%,4%,-8,3%,5%,-6%
Cc1ccc(-c2csc(SCC(=O)c3c(N)n(C4CC4)c(=O)[nH]c3=O)n2)cc1,x,2%,-12%,-1%,x,13%,x,-19,-1%,x,x
CC(NCc1ccccc1O)c1ccccc1 (stereo unspecified),6%,-12%,25%,1%,-7%,-4%,2%,-1,-2%,-4%,0%
CCOC(=O)c1cc(C#N)c(Nc2ccccc2OC)nc1C(F)(F)F,-13%,-14%,-3%,-1%,-3%,1%,-1%,-3,-1%,x,x
CN(C)c1ccc(N2C(=NC(=O)CC3CCCCC3)SC3CS(=O)(=O)CC32)cc1 (stereo unspecified),-2%,-8%,1%,-3%,x,5%,4%,5,0%,-3%,x
CC1=C(C(=O)OCCC(C)C)C(c2ccc3c(c2)OCO3)NC(=O)N1 (stereo unspecified),u,5%,1%,-2%,1%,-5%,-10%,-14,-1%,6%,3%
COc1ccc(NC(=O)/C(=C\c2ccncc2)NC(=O)c2ccccc2)cc1,2%,-6%,-1%,0%,-1%,-5%,-7%,-22,-2%,9%,12%
Cc1ccc(SCC2=NNC(=O)C2)cc1,-13%,-2%,0%,1%,-4%,-7%,8%,-7,0%,-3%,15%
COCCCNC(=O)CC(NS(=O)(=O)c1ccc(OC)cc1)c1ccc(OC)cc1 (stereo unspecified),19%,0%,-11%,-2%,1%,11%,4%,22,5%,-5%,5%
O=C(O)CCc1ccc(-c2ccccc2)n1NC(=O)c1cccs1,-30%,-4%,5%,-4%,3%,15%,1%,-21,3%,-12%,-6%
CCCN(CCC)CCNc1c(N2CCN(C(=O)OCC)CC2)c(=O)c1=O,u,9%,-4%,-2%,-8%,6%,-11%,-16,5%,3%,-2%
CCCC[C@@]1(C2CCCC2)Cc2cc(OCC(=O)O)c(Cl)c(Cl)c2C1=O,x,-12%[46.1 µM],21µM*!,2%[46.1 µM],x,-1%,x,13,-2%,x,u
COc1ccc(NC(=O)CC(C(=O)O)N2CCCCC2)cc1 (stereo unspecified),21%,-7%,-2%,-3%,0%,1%,-4%,-9,0%,-3%,x
O=C(c1ccc(F)cc1)C1CCN(C(=O)Nc2ccc(F)cc2F)CC1,10%,-3%,18%,-3%,0%,-12%,-5%,15,-1%,1%,-3%
CN(C)C(CNC(=O)C1CC(=O)N(Cc2ccccc2)C1)c1ccccc1 (stereo unspecified),x,-4%,-2%,2%,x,19%,x,-13,-12%,x,x
O=C(NOC(=O)c1ccccc1Cl)c1cccs1,-10%,-1%,1%,2%,0%,10%,-3%,-19,-18%,-4%,-2%
c1csc(C(c2nnnn2C2CCCC2)N2CCOCC2)c1 (stereo unspecified),-6%[10 µM],-2%,4%,1%,-4%,-2%,0%,4,3%,-4%,9%
O=C(COC(=O)Cc1cccc(C(F)(F)F)c1)Nc1ccc2[nH]c(=O)[nH]c2c1,x,2%,-4%,-1%,x,7%,x,2,4%,x,x
COc1ccc(CCNc2ncnc3[nH]ncc23)cc1OC,-27%,-4%,-3%,3%,0%,u,13µM*,2,2%,-3%,24%
CN(CCNC(=O)C1CCC(=O)N(Cc2ccc(Cl)cc2)C1)CCc1ccccc1 (stereo unspecified),11%,6%,-1%,0%,-3%,20%,-4%,-3,-3%,-7%,-10%
CCn1cc(S(=O)(=O)c2ccc(Cl)cc2)c(=O)c2cc(OC)ccc21,10%,-6%,7%,1%,x,-9%,3%,-4,1%,0%,x
COc1ccc(-n2c(SCC#N)nnc2-c2cccnc2)cc1,1%,2%,-2%,0%,0%,12%,9%,11,-1%,-3%,6%
Cc1ccc(S(=O)(=O)NC(=O)N2CCC(C)CC2)cc1,u,-1%,-1%,1%,-7%,-2%,1%,x,5%,3%,4%
CCOC(=O)C(CCC#N)(CCC#N)C(=O)OCC,-11%,18%,-6%,-1%,0%,-1%,-7%,-8,15%,-2%,33%[activator]
O=C(c1cccc(Br)c1)N1CCCC1,-17%,4%,-1%,0%,-4%,2%,-4%,-4,2%,-2%,1%
CC(C)c1ccc(Nc2nc(Cl)nc(NCc3ccco3)n2)cc1,-9%,-5%,-9%,1%,1%,10%,-12%,-43,4%,-3%,x
COC(=O)c1c(NC(=O)CSc2nnc3ccccn23)sc2c1CCC2,7%,14%,11%,1%,-6%,6%,-5%,3,5%,x,-13%
Nc1ncnc(Oc2ccccc2F)c1[N+](=O)[O-],u,-1%,2%,1%,-3%,-10%,4%,14,-2%,u,1%
N#Cc1c(-c2ccc(F)cc2)c2c([nH]c1=O)-c1ccccc1OC2,13%,-6%,-1%,1%,9%,8%,-5%,0,1%,5%,x
COc1ccccc1C1CCN(Cc2ccccc2Cl)CC1,-5%,-4%,-6%,-1%,x,-9%,-10%,-2,0%,-6%,-9%
O=C(CC1SC(=O)NC1=O)Nc1ccc(Cl)cc1 (stereo unspecified),u,-1%,-5%,-2%,4%,-18%,u,1,u,6%,7%
CCn1c(C(Cc2ccccc2)NC(=O)COC)nc2ccccc21 (stereo unspecified),-12%,-1%,-4%,0%,-3%,13%,-4%,2,-2%,9%,3%
CCOc1ccc(C2=Nc3ccccc3C(c3ccc(N4CCOCC4)cc3)=NN2)cc1,26%,2.8µM*,7%,u,-13%,u,-4%,7,u,0%,0%
CC(C)(C)OC(=O)N1CCOCCOCCNCCOCCOCC1,19%,-1%,-3%,-4%,4%,5%,1%,-2,7%,-25%,-24%
O=[N+]([O-])c1cc(/C=N/Nc2nc3ccccc3[nH]2)c(O)cc1O,3.5µM*,-28%,-3%,-31%[inhibitor],-18%,u,3.2µM*,-1,24µM*,u,u
Cc1cc(C)cc(C(=O)Nc2ccncc2)c1,x,0%,-5%,1%,-5%,-10%,x,-5,-17%,-11%,-22%
Cn1c(CN2CCCCC2)nc2cc(NS(=O)(=O)c3ccc(Cl)cc3)ccc21,27%,1%,1%,-2%,-6%,10%,2%,u,3%,-10%,1%
COC(=O)C1CCCN1S(=O)(=O)c1ccc([N+](=O)[O-])cc1 (stereo unspecified),-11%[1.91 µM],9%,-3%,6%,0%,-18%,-8%,-3,-1%,u,0%
CC(=O)Cc1nsc(NC(=O)c2cn(-c3ccccc3)nc2-c2ccc(Br)cc2)n1,u,-8%,0%,-2%,0%,3%,14µM*,-23,2%,-2%,u
O=C(COC(=O)c1cncc(Br)c1)Nc1ccc(N2CCCCC2)cc1,x,15%,4%,4%,x,u,x,23,-8%,x,x

# Random excerpt: 4 compounds from above, in no set order.
SMILES,RORgamma inh,Rab9 promoter act,Mito fusion act,NPC1 prom act,PKM2 activator,ELG1 repair inh,Gal4-VP16 FLuc,KCNH2 3.1 block,FLuc counter,MBNL1 CUG block,Menin MLL FP TR
O=C(COC(=O)c1cncc(Br)c1)Nc1ccc(N2CCCCC2)cc1,x,15%,4%,4%,x,u,x,23,-8%,x,x
Cn1c(CN2CCCCC2)nc2cc(NS(=O)(=O)c3ccc(Cl)cc3)ccc21,27%,1%,1%,-2%,-6%,10%,2%,u,3%,-10%,1%
CC(=O)Cc1nsc(NC(=O)c2cn(-c3ccccc3)nc2-c2ccc(Br)cc2)n1,u,-8%,0%,-2%,0%,3%,14µM*,-23,2%,-2%,u
COC(=O)C1CCCN1S(=O)(=O)c1ccc([N+](=O)[O-])cc1 (stereo unspecified),-11%[1.91 µM],9%,-3%,6%,0%,-18%,-8%,-3,-1%,u,0%

# Assay outcomes deposited in PubChem BioAssay by National Center for Advancing Translational Sciences (NCATS).

# Some of the compounds tested; count on the stated rates, not on these rows.
